Autophagy HCS – autophagy modulation, high-content screen. calls only at 10 µM (by protocol). MEF GFP-LC3 puncta imaging; test concentration mostly 10 µM. 190,000 compounds, 0.98% hits. AID 463193;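 active = percentage of spot-positive cells more than 3 SD above its plate mean, without a fluorescence outlier flag or 80% toxicity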;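 also: spot-positive cell cutoff set from DMSO-treated cells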
Insulin prom up – MIN6 insulin promoter up-regulation. MIN6 insulin promoter-GFP reporter, high-content imaging; hits give high values. z-score at 5 µM. 190,000 compounds, 0.3% hits. AID 1625;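 active = z-score above 3 at 5 µM with at least 500 cells counted in the well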
T cell HTS – T cell immune modulation candidate. 2C CD8+ T cell-vesicle binding, flow cytometry; hits give low values. calls only at 7 µM. 330,000 compounds, 0.068% hits. AID 2052;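 active = response, share of CD8 T cells binding vesicles, and their 90th percentile fluorescence all below set limits, cut at about 80% in these data, passing the limit was not always enough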
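Test system: purified 2C TCR transgenic mouse naive CD8+ T cells. Probe or stimulus: QL9-peptide-loaded Drosophila micro-vesicles bearing Ld, ICAM-1 and B7-1. Incubation: binding step 1.5 h, 37 °C, antibody labelling 20 min, ice. Measured by: flow cytometry of vesicle-bound cells.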
human PMI inhibitors – human PMI inhibitors, high substrate, primary screen, biochemical, fluorescence intensity, high mannose 6-phosphate (AID 1220); 190,000 compounds, 0.66% hits; recombinant PMI enzyme, coupled fluorescence intensity; higher % means a stronger effect; one-dose inhibition, % at 20 µM; IC50 in µM for titrated hits
Lipid droplet – modulators of hepatic lipid droplet formation | inhibition, % at 6.5 µM | 240,000 compounds, 0.4% hits | AID 1656 | AML12 mouse hepatocytes, oleate lipid droplets, BODIPY imaging;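 active = lipid droplet intensity inhibited by at least 50%, with more than 500 cells counted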
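Material – mouse AML12 hepatocyte cell line, fixed after treatment · Compound dosing – one dose, 6.5 µM compound · Times – compound with oleate, overnight · Measured by – Image-based BODIPY and DAPI two-channel analysis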
MT stabilizer – microtubule stabilization, imaging screen; HeLa tubulin immunostaining HCS, 24 h; share of cells brighter than vehicle mean+2SD; % tubulin-high responders, % at 10 µM; 200,000 compounds, 0.83% hits; AID 2205;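 active = plate Z-score above 3 for both tubulin-high and condensed-nucleus cell shares, with cell loss under 80%, at 10 µM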;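 also: anti alpha tubulin signal scored within the nucleus-defined area of each cell; some results filed as inactive read as strong as hits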
TNAP activation fold – human TNAP enzyme activators, primary screen, biochemical, luminescent, no phosphate acceptor, uHTS (AID 1001) | purified TNAP, luminescent activation assay, no phosphate acceptor; higher activation fold means a stronger effect | activation fold at 20 µM, or EC50 in µM where a hit was titrated | 200,000 compounds, 0.03% hits; in the data active = activation fold from about 3, or a potency from the dose series; inactive = the rest, 99 in 100 with activation fold below about 1.6; also: many of its hits are not listed in these tables
human PMI inhibition – inhibitors of human PMI, primary screen, biochemical, fluorescence intensity, coupled assay (AID 1209); one-dose inhibition, % at 20 µM; IC50 in µM for titrated hits; 190,000 compounds, 0.42% hits; purified PMI enzyme, coupled fluorescence intensity; higher % means a stronger effect;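 also: plate controls were DMSO vehicle for no effect and wells lacking substrate for full effect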
b-catenin transl – modulators of beta-catenin nuclear translocation; 190,000 compounds, 0.3% hits; HeLa beta-catenin nuclear translocation, immunofluorescence imaging; nuclear translocation activity, % at 5 µM; AID 1665;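 active = nuclear translocation activity above 50% at 5 µM, with a well cell count of 50 or more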;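 also: per-cell ratio of nuclear to cytoplasmic median beta-catenin stain intensity; plate controls were DMSO negative control for no effect and GSK-3 inhibitor IX positive control for full effect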
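Test system: human HeLa cell line; Doses: 5 µM primary, 0.02–20 µM confirmation; Incubation: 24 h compound exposure, 37°C; Detection: beta-catenin immunofluorescence imaging with DAPI; Read-out: beta-catenin nuclear/cytoplasmic ratio, % activation.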
Insulin prom up cell count – recorded beside Insulin prom up, whose call it bears; cell count; measured here: cytotoxicity, nuclei count;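 total cells summed across four imaged fields per well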
Lipid droplet cells 6.5 µM – further read-out of Lipid droplet, marked with its call; cell count; measured here: cell count, cytotoxicity flag;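 cells counted across two imaged fields per well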
b-catenin transl cell count 5 µM – further read-out of b-catenin transl, marked with its call; cell count; measured here: cell count, cytotoxicity flag
T cell HTS vesicle-bound % – also measured in T cell HTS; calls as there; double positive events, %; measured here: CD8+ vesicle-bound cell fraction;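 binding gate set so that unloaded-vesicle control wells show 10% double positive cells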
MT stabilizer Hoechst-high % – also measured in MT stabilizer; calls as there; % Hoechst-high responders; measured here: nuclear condensation Hoechst responders;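 share of cells brighter than vehicle mean plus two SD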
MT stabilizer cytotoxicity % – recorded beside MT stabilizer, whose call it bears; toxicity, %; measured here: cytotoxicity by cell density;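 0% = mean cell density of plate MIN control wells and 100% = no cells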
Autophagy HCS cell loss 18 h – recorded beside Autophagy HCS, whose call it bears; toxicity, %; measured here: cell loss, nuclei count;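 cell loss after 18 h compound exposure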
* = called active by the depositor; i = inactive; x = not tested or not shown. Rule as the data show it, unless noted: active = inhibition above about 50%; inactive = the rest.

SMILES	Autophagy HCS	Autophagy HCS cell loss 18 h	Insulin prom up	Insulin prom up cell count	T cell HTS	T cell HTS vesicle-bound %	human PMI inhibitors	Lipid droplet	Lipid droplet cells 6.5 µM	MT stabilizer	MT stabilizer Hoechst-high %	MT stabilizer cytotoxicity %	TNAP activation fold	human PMI inhibition	b-catenin transl	b-catenin transl cell count 5 µM
Cc1ccccc1-n1nc2c(c1NC(=O)c1cccc(F)c1)CS(=O)C2 (stereo not given)	i	16	0.43	917	i	28	-2%	x	x	8.3	3.4	7.9	1.2	3%	x	x
Cc1sc(NC(=O)c2ccco2)c(C(c2cccnc2)N2CCC(C)CC2)c1C (stereo not given)	i	0	-1.1	774	i	22	9%	1	742	3.3	1.3	7.2	1	15%	-2.2	1185
CC(=O)NC(Cc1cccc(F)c1)C(=O)NC1CCN(C(=O)c2ccc(C)cc2)CC1 (stereo not given)	i	12	x	x	i	43	6%	-12	692	5.3	1.0	7.8	1	-3%	-1.7	1037
Cc1ccc(NC(=O)NCc2ccc3[nH]c(C)cc3c2)cc1	i	12	-0.7	1570	i	32	2%	-16	683	2.4	2.5	7.6	1.1	9%	-2.9	1035
O=C(CSCc1ccccc1)NC1CCSC1=O (stereo not given)	i	5	-0.3	1306	i	46	2%	18	726	2.5	2.3	26	0.9	5%	0.0	1022
CC(=O)OCC1=C(C(=O)O)N2C(=O)C(NC(=O)C(C)Cn3nc(C)c(Cl)c3C)C2SC1 (stereo not given)	i	-38	0.79	1251	i	46	13%	-2	705	3.7	1.8	4.3	1	14%	-1.8	1165
O=C(NCCO)c1ccc2[nH]c3c(c2c1)CCCC3	i	7	0.33	995	i	34	16%	x	x	2.1	2.1	12	1	8%	1.6	1169
O=C(N/N=C/c1ccco1)C1CC1c1ccccc1 (stereo not given)	i	16	0.24	1468	i	4	0%	7	640	4.3	1.9	0.1	1.2	4%	-0.7	1068
Oc1[nH]c2ccccc2c1N=Nc1ccccc1F	i	10	0.52	1286	i	60	-2%	26	638	3.4	2.1	3.2	1	-4%	-5.0	525
O=C(Nc1cc(S(=O)(=O)N2CCOCC2)ccc1Cl)C(=O)c1c(-c2ccccc2)cc2ccccn12	i	1	-0.17	856	i	5	6%	-2	766	1.9	1.7	4.2	1	10%	-2.9	1157
O=C(CN1CCN(S(=O)(=O)/C=C/c2ccccc2)CC1)Nc1ccc(N2CCOCC2)cc1	i	-2	-0.5	1303	i	17	8%	8	681	2.4	1.0	0.3	1.1	0%	3.3	1084
CC(c1ccc(F)cc1)n1c(-c2cccs2)n[nH]c1=S (stereo not given)	i	15	-0.33	1475	i	62	5%	0	694	4.9	1.7	8.9	1	0%	-0.1	1386
COC(=O)c1cc2n(n1)CCN(Cc1ccc(F)cc1)C2=O	i	-4	-1.5	1527	i	34	0%	2	613	1.3	2.3	7.9	1	2%	0.6	982
CCCOc1c(Cl)cc(C(=O)Nc2ccc3c(c2)OCO3)cc1OCC	i	10	0.31	892	i	38	4%	-36	707	27	6.9	39	1.1	9%	7.9	896
CC(Oc1ccc(Br)cc1)c1nc2c3ccccc3nc(=S)n2[nH]1 (stereo not given)	i	-3	-0.94	888	i	54	14%	-12	755	5.7	3.3	1.7	1.1	2%	x	x
COc1ccc(-n2c(COc3ccc(C)cc3)nnc2SCC(N)=O)cc1	i	-3	1.3	1432	i	38	3%	x	x	5.0	2.4	5.2	1	4%	-1.3	950
CCSc1nc2ccccc2n1C(=O)Oc1ccccc1	i	-2	x	x	i	26	10%	28	691	4.3	1.9	2.5	1	6%	-1.4	1144
COC(=O)c1[nH]c2ccc(C)cc2c1NC(=O)Nc1ccc(OC)cc1	i	9	-0.1	1801	i	14	-2%	0	635	7.3	2.5	3.0	1	3%	-1.4	1025
C=CCOC(=O)C1=C(C)Nc2nnnn2C1c1cccs1 (stereo not given)	i	-1	-0.18	1485	i	28	0%	x	x	5.0	2.9	1.4	1.1	2%	4.5	1377
c1ccc(COc2ccc(OCCCCN3CCCC3)cc2)cc1	i	10	-0.22	1525	i	52	2%	-30	564	6.6	2.0	6.4	1.1	3%	0.2	1104
CCNC(=S)N/N=C(\C)c1cc2ccccc2o1	i	1	-0.11	2182	i	39	5%	5	583	3.7	2.5	6.8	1.7	10%	-1.3	993
COc1ccccc1C(=O)C1CCCN(C(=O)c2cn3cc(Cl)ccc3n2)C1 (stereo not given)	i	2	0.28	1604	i	6	4%	-15	723	1.6	1.5	6.4	1.1	0%	-1.4	1020
CCN(CC)c1ccc(/C=N/NC(=O)CC(C)C)cc1	i	-19	-0.4	1313	i	50	-3%	4	710	2.3	2.0	16	1.1	4%	2.7	1020
O=c1ccc2cc(S(=O)(=O)N3CCOCC3)ccc2o1	i	-3	x	x	i	50	-1%	-2	737	4.1	1.8	7.3	1.1	-1%	x	x
O=C(O)c1ccc(S(=O)(=O)N2CCC(c3nc(-c4ccccc4Cl)no3)CC2)cc1	i	5	x	x	i	57	3%	x	x	5.1	2.9	8.7	1.1	-1%	0.0	1157
Cc1ccccc1NC(=O)N1CCCC(c2nc(-c3ccc(F)cc3)no2)C1 (stereo not given)	i	2	-1.5	1231	i	18	-4%	x	x	3.7	2.9	6.9	1.1	1%	-4.6	994
COc1ccc(NS(=O)(=O)c2csc(C(=O)Nc3ccccc3)c2)cc1	i	10	x	x	i	56	10%	0	727	1.6	1.1	1.7	1	13%	2.4	891
COc1ccc(C2CCCN2C(=S)Nc2cccc(Cl)c2C)cc1OC (stereo not given)	i	-28	-0.19	1251	i	19	12%	-19	662	3.6	2.3	0.1	1	14%	0.7	1081
O=C1CN(C(=O)/C=C/c2ccc(Cl)cc2Cl)CCN1	i	55	0.41	1220	i	33	-16%	5	756	0.8	1.5	8.0	1	-6%	-1.1	1025
CCC(c1nnnn1C(C)(C)C)N(CCOC)Cc1cc2cccc(C)c2n2nnnc12 (stereo not given)	i	5	-0.27	1478	x	x	0%	x	x	5.7	1.6	11	1.1	-5%	1.3	1416
NC(=S)N/N=C/c1ccc(-c2ccc([N+](=O)[O-])cc2)o1	i	2	2.8	1299	i	36	-18%	3	673	3.4	2.4	12	0.8	-2%	1.0	968
CC(C)(C)c1ccc(-c2nnc(N)s2)cc1	i	-28	-0.04	1506	i	57	8%	4	762	1.6	0.8	1.5	1	9%	0.7	1048
COC(=O)c1cccc(C(=O)Nc2ccc(C)cc2)n1	i	10	-0.68	1659	i	57	-4%	x	x	5.8	2.8	5.7	1	-9%	-1.0	1371
COc1ccccc1-c1cnnc(N/N=C/c2ccc(-c3cccc(Br)c3)o2)n1	i	-17	-1.4	754	i	33	-11%	9	731	3.8	2.7	7.9	1	-20%	3.1	978
CC(C)C[C@H](NC(=O)OC(C)(C)C)c1nnc(SCc2ccccc2)o1	i	-2	-0.98	893	i	8	6%	-1	778	1.6	1.2	6.8	1.1	17%	0.7	1060
COc1cccc(NC(=O)c2nc3ncccn3n2)c1	i	1	1.3	1210	i	39	-4%	4	770	2.4	1.0	43	1.1	13%	-4.3	1177
CC1=C(C(=O)OCC2CCCO2)C(c2ccsc2)C2=C(CC(C)(C)CC2=O)N1 (stereo not given)	i	28	0.21	1275	i	27	-5%	-2	750	4.6	2.8	11	1.2	-6%	-0.8	1102
O=C(CN1C(=O)C2CCCCC2C1=O)Nc1ccc(S(=O)(=O)Nc2ncccn2)cc1 (stereo not given)	i	2	0.89	1650	i	25	0%	30	725	1.7	1.6	7.4	1	-6%	-0.4	854
CC(C)(C)NCc1cc(Cl)ccc1OCc1ccccc1F	i	20	-1.7	1554	i	33	-1%	14	657	3.4	1.7	10	1.2	3%	-2.3	1072
CCCOc1ccc(C(=O)C(c2ccccc2)N2CCOCC2)cc1 (stereo not given)	i	23	1.2	828	i	31	-10%	-1	728	5.7	5.8	4.7	1.1	10%	0.8	985
Cc1c(NS(=O)(=O)c2ccc(NC3CCCC3)c([N+](=O)[O-])c2)c(=O)n(-c2ccccc2)n1C	i	2	0.63	1607	i	48	6%	-1	606	6.6	2.6	4.0	0.8	16%	-2.7	1145
C[C@@H]1C[C@@H]2OC(=O)[C@]3(C)[C@H]2[C@@H](OC3(C)O)[C@]2(C)C(=O)CC[C@H]12 (stereo not given in full)	x	x	0.37	687	i	29	x	-1	692	x	x	x	x	x	1.0	1001
Cc1ccc(NC(=O)CSc2nnc(C(F)(F)F)n2C)cc1[N+](=O)[O-]	i	-11	1	1558	i	49	2%	21	496	3.1	2.9	4.1	1.1	12%	2.2	1060
CCn1c(C)c(P(=O)(N2CCOCC2)N2CCOCC2)c2ccccc21	i	1	-0.48	1279	i	22	-14%	-10	673	4.8	1.9	5.3	1.2	-13%	1.3	1103

Reformatted: entries from further up.
Fields – Autophagy HCS, Autophagy HCS cell loss 18 h, Insulin prom up, Insulin prom up cell count, T cell HTS, T cell HTS vesicle-bound %, human PMI inhibitors, Lipid droplet, Lipid droplet cells 6.5 µM, MT stabilizer, MT stabilizer Hoechst-high %, MT stabilizer cytotoxicity %, TNAP activation fold, human PMI inhibition, b-catenin transl, b-catenin transl cell count 5 µM
COC(=O)c1cccc(C(=O)Nc2ccc(C)cc2)n1
  i, 10, -0.68, 1659, i, 57, -4%, x, x, 5.8, 2.8, 5.7, 1, -9%, -1.0, 1371
COc1ccccc1-c1cnnc(N/N=C/c2ccc(-c3cccc(Br)c3)o2)n1
  i, -17, -1.4, 754, i, 33, -11%, 9, 731, 3.8, 2.7, 7.9, 1, -20%, 3.1, 978
CC(C)C[C@H](NC(=O)OC(C)(C)C)c1nnc(SCc2ccccc2)o1
  i, -2, -0.98, 893, i, 8, 6%, -1, 778, 1.6, 1.2, 6.8, 1.1, 17%, 0.7, 1060
COc1cccc(NC(=O)c2nc3ncccn3n2)c1
  i, 1, 1.3, 1210, i, 39, -4%, 4, 770, 2.4, 1.0, 43, 1.1, 13%, -4.3, 1177

Compounds were not picked by outcome, and some 2.9% of all compounds hit somewhere here.
